RORgamma inh = ROR gamma (mouse) transcription inhibition; Drosophila S2 Gal4-RORgamma UAS-luciferase reporter, 20 h; Potency, µM (highest dose often 53.6 µM), inactives show at the top dose activity change, negative = inhibition, most hits filed as inhibitors; hit rate 5.4% among 310,000; further: on the % scale 0 is the no-effect control and ±100 the full control effect; nearly all actives have a fitted effect of over 60% in size
Target sequence (P51450 whole entry, looked up, the tested form may be a part): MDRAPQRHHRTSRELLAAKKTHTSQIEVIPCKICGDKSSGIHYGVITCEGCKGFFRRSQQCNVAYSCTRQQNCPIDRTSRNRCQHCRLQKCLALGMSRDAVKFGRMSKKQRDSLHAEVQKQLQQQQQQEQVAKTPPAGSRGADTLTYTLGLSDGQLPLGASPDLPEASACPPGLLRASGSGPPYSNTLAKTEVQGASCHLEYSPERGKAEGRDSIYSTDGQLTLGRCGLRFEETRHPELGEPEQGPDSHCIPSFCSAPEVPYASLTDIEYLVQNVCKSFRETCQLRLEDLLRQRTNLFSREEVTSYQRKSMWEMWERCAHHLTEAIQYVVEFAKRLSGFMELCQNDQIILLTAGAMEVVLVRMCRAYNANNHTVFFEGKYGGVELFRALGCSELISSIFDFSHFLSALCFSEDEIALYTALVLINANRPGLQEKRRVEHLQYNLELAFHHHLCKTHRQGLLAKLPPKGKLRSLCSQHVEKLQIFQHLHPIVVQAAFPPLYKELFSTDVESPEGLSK
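Using a luciferase readout, inhibitors were identified by reduced reporter activity in Drosophila cells coexpressing a copper-inducible Gal4–ROR gamma fusion and UAS-driven Photinus luciferase, incubated 20 hr after 700 uM copper sulfate.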
p53 reactivation = restores transcriptional activity of mutant p53 | H1299 p53-A138V BP100-luciferase reporter, luminescence, 24 h | Potency, µM (titrated, usually from 92.2 µM), for the others: at the highest dose activity change, positive = activation, hits mostly activators | hit rate 0.063% among 320,000; further: % of control where 0% means no effect; nearly all actives have a fitted effect of over 45% in size
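H1299 (p53-null), stable ts p53-A138V + BP100-Luc; 1000 cells/well, Opti-MEM/10% FBS; cpd 4 pt, 1:5; 24 h, 37 deg C, 5% CO2; detection reagent 10 min RT; luminescence.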
MBNL1-CUG inh = inhibitors of human MBNL1 binding to CUG repeat RNA. TR-FRET MBNL1-His/biotin-(CUG)12 binding, 665/545 ratio. hit rate 0.036% among 280,000. Q9NR56. Potency, µM (top dose mostly 57.5 µM), without a hit: at the highest dose activity change, negative = inhibition, most hits filed as inhibitors; active means well fitted inhibition curve with a large enough effect in the signal ratio, with a control signal flat, not every such curve was filed as active; inconclusive means small, poorly fitted or top-dose-only effect, or effect the other way, or a change in a side signal; inactive means no such curve, though single readings can be large or run the other way; the % refers to the signal ratio; further: on the % scale 0 is the no-effect control and ±100 the full control effect
Target sequence (Q9NR56 whole entry, looked up): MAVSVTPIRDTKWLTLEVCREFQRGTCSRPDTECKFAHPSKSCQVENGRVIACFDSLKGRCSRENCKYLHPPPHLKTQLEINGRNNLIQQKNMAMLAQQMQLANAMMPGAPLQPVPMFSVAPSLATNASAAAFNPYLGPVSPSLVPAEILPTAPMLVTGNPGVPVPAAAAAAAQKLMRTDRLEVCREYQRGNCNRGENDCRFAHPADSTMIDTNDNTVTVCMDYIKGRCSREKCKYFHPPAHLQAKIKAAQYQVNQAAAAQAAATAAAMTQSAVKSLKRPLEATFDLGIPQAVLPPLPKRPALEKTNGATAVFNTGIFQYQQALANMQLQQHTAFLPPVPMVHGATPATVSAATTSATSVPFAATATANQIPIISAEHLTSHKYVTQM
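His-tagged MBNL1 binding to biotinylated (CUG)12 RNA was measured by TR-FRET using terbium anti-His antibody (0.055 ng/ul final) and streptavidin-XL665 (5 nM final). Compounds were titrated 92 nM to 58 uM; 60 min at room temperature.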
uPA surface inh = blocks generation of uPA at the cell surface | cell surface uPA generation assay, qHTS | Potency, µM (series often up to 38.3 µM), without a hit: at the top dose activity change, negative = inhibition, usual class: inhibitors | hit rate 0.31% among 330,000; active means well fitted inhibition curve with a large enough effect; inconclusive means small, poorly fitted or top-dose-only effect; inactive means no such curve, though single readings can be large or run the other way; tested in mouse RAW 264.7 cells; further: on the % scale 0 is the no-effect control and ±100 the full control effect; nearly all actives have a fitted effect of over 55% in size
CXXC DNA block = blocks binding of human MLL CXXC domain to DNA. MLL-CXXC / FITC-HOXA9 DNA fluorescence polarization. Potency, µM (titrated, usually from 115 µM), inactives show at the top dose activity change, negative = inhibition, most hits filed as inhibitors. hit rate 0.037% among 290,000. AID 2662; active means well fitted inhibition curve with a large enough effect in the polarisation, with a control signal flat, not every such curve was filed as active; inconclusive means small, poorly fitted or top-dose-only effect, or effect the other way, or a change in a side signal; inactive means no such curve, though single readings can be large or run the other way; the % refers to the polarisation
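Fluorescence polarization: 7 uM MLL-CXXC (stock) preincubated 5 min with compounds, then 50 nM fluorescein-HOX-A9 DNA (stock) added; 30 min ambient. Buffer 50 mM Tris-HCl pH 7.5, 50 mM NaCl, 1 mM DTT, 0.05% BSA.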
Gal4-VP16 FLuc = Gal4-VP16 reporter inhibition counter-screen; Drosophila S2 Gal4-VP16 UAS-luciferase, luminescence, 20 h; Potency, µM (titrated, usually from 53.6 µM), without a hit: top-dose activity, negative = inhibition, hits mostly inhibitors; hit rate 3.5% among 310,000;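 further: Gal4-VP16 expression switched on by copper sulfate through the metallothionein promoter; on the % scale 0 is the no-effect control and ±100 the full control effect; nearly all actives have a fitted effect of over 50% in size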
Rab9 prom act = Rab9 promoter activation; hit rate 2.8% among 320,000; Huh7 Rab9 promoter-luciferase reporter, luminescence, 24 h; Potency, µM (highest dose often 9.22 µM), without a hit: at the top dose activation, negative = inhibition, most hits filed as activators; further: % of control where 0% means no effect; nearly all actives have a fitted effect of over 60% in size
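Steps: seed 1500 Huh7 Rab9-luc cells per well, rest 2 h at 37 °C; add compound in DMSO; incubate 24 h; add luciferase reagent, 10 min ambient; read luminescence.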
NPC1 prom act = activators of NPC1 promoter. Huh7 NPC1 promoter luciferase reporter, 24 h. hit rate 2.4% among 320,000. Potency, µM (series often up to 9.22 µM), for the others: at the top dose activation, hits mostly activators;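 further: % of control where 0% means no effect; nearly all actives have a fitted effect of over 60% in size; reporter is driven by a mutant NPC1 promoter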
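Compounds in DMSO were transferred onto Huh7 NPC1-luciferase reporter cells pre-incubated 2 h; after 24 h at 37 °C, Amplite reagent was dispensed and luminescence recorded 10 min later.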
ELG1 genotoxic = induces genotoxicity in HEK293T cells with luciferase-tagged ELG1; HEK293T ELG1-luciferase reporter, luminescence, 16 h; Potency, µM (highest dose often 46 µM), without a hit: at the highest dose activity change, positive = activation, hits mostly activators; hit rate 1.3% among 330,000; AID 504466; further: % of control where 0% means no effect; nearly all actives have a fitted effect of over 60% in size
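Reporter readout depends on ELG1 protein level, which increases with genetic stress. After 16 hr compound exposure at 37 °C, luciferase activity was quantified using ONE-Glo.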
BRCA1 expr up = BRCA1 expression activation | MCF7-BRCA1-FFLuc reporter, luminescence, 48 h; response scale: scaled: vehicle 0%, 10 µM genistein 100% | hit rate 1.1% among 380,000 | Potency, µM (doses to about 46.1 µM), without a hit: at the highest dose activation, hits mostly activators; further: nearly all actives have a fitted effect of over 80% in size; some results filed as inactive show a strong effect at the top dose
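Using MCF7 cells harboring a BRCA1 firefly luciferase reporter, plated 2 h before compound pinning, the screen measured luminescence after 48 h incubation. Responses were normalized to DMSO and 10 microM genistein, then fitted for concentration-effect.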
FLuc counter = inhibits or activates purified firefly luciferase, miR-21 counter-screen. purified FLuc, Km substrates, luminescence inhibition. Potency, µM (series often up to 57.5 µM), for the others: at the top dose activity change, negative = inhibition, usual class: inhibitors. hit rate 6.9% among 360,000. AID 588342;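 further: plate controls were vehicle for no effect and reference inhibitor for full effect; nearly all actives have a fitted effect of over 55% in size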
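Purified P. pyralis luciferase (10nM final) with 10uM D-luciferin and 10uM ATP (Km levels) in 50mM Tris acetate pH 7.5, 10mM Mg acetate, 0.01% Tween-20, 0.05% BSA; qHTS 6-point titration, ~60 µM downward; luminescence read.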
* = called active by the depositor; ? = inconclusive; . = no result given; [ ] = remark or other dose. Unless noted, the call rests on the fitted dose curve; in most records, active means well fitted curve in the direction sought with a large enough effect; inconclusive means small, poorly fitted or top-dose-only effect, or another doubt; inactive means no such curve, though single readings can be large; an effect the other way counts as inactive or inconclusive. Potency means the concentration at half of the fitted maximal effect. The list is partial, so the mix of outcomes need not match the whole.

SMILES	RORgamma inh	p53 reactivation	MBNL1-CUG inh	uPA surface inh	CXXC DNA block	Gal4-VP16 FLuc	Rab9 prom act	NPC1 prom act	ELG1 genotoxic	BRCA1 expr up	FLuc counter
COc1cccc(C(=O)NCC(=O)OCC(=O)Nc2ncc(Cl)cc2Cl)c1	3%	-5%	5%	6%	-7%	9%	2%	-5%	1%	?	-10%
Cc1c(C(=O)N(C)Cc2ccccc2)oc2c(Cl)cccc12	4%	-6%	-8%	0%	25%	-25%	-1%	-2%	3%	-19%	-1%
Cc1ccc2ncnc(NCCCCCC(=O)O)c2c1	-1%	-3%	?	-2%	-4%	-4%	0%	-3%	1%	-3%	-3%
Cc1ccc(C(=O)Nc2ccc(C(=O)N/N=C/c3ccccn3)cc2)cc1	?	-2%	11%	0%	-7%	?	?	27%	-29%	13%	15µM*
COc1cc(C(=O)n2nc(C)cc2C)ccc1O	21%	1%	-8%	-1%	7%	8%	-5%	-1%	-5%	-4%	-1%
O=C(/C=C/c1ccccc1)OCCN=C1NS(=O)(=O)c2ccccc21	20%	-4%	17%	-1%	11%	4%	0%	-4%	-6%	-9%	-2%
COc1ccc(S(=O)(=O)Nc2ccc(C(N)=O)cc2)cc1C(=O)N1CCCCCC1	-18%	-4%	-13%	1%	18%	5%	-4%	-1%	2%	-4%	1%
CCN(CC(=O)NCc1cccs1)C(=O)c1cc(S(=O)(=O)N2CCOCC2)ccc1C	3%	-3%	8%	-5%	-9%	4%[0.365 µM]	2%	-1%	-6%	-20%	0%
CCOC(=O)c1ccc(NC(=O)CCS(=O)(=O)c2ccc(Br)s2)cc1	45%	1%	0%	1%	9%	-29%	-3%	2%	-8%	-12%	1%
O=C1OCC2=C1C(c1ccc(F)cc1)c1cc3c(cc1N2)OCCO3 (configuration not stated)	-15%	-4%	?	-7%	27%	3%	-36%[inhibitor]	-28%	27%	-83%	-4%
C/C(=N\NC(=O)c1ccncc1)c1ccc(N(C)C)cc1	30%	-3%	.	-4%	15%	-10%	-3%	2%	0%	19%	-12%
C=CCNC(=O)COC(=O)c1cc(S(=O)(=O)N2CCCCC2)ccc1Cl	9%	5%	-4%	6%	-2%	0%	-2%	-4%	0%	-5%	-1%
Cc1cc(C(=O)NCCc2ccccc2)ccc1[N+](=O)[O-]	0%	2%	?	4%	1%	?	4µM*	2.2µM*	?	6.3µM*	13µM*
CC(=O)NC1(c2cccc(F)c2)CCN(CC(=O)NC(C)C)CC1	0%	-1%	-7%	3%	-2%	-12%	-7%	-3%	0%	-15%	1%
O=C1c2ccccc2C2(c3ccccc3)NCCCN12 (configuration not stated)	-9%	-2%	0%	14%	26%	2%	-4%	2%	6%	25%	-1%
O=C(NCCCN1CCOCC1)c1sc2cc(Cl)ccc2c1Cl	-9%	28%	.	0%	-1%	1%	10%	10%	-3%	-10%	-13%
CCOC(=O)C1Nc2ccc(Br)cc2C2C=CCC12 (configuration not stated)	16%	.	27%	0%	-26%	-11%	-3%	-2%	-2%	-10%	-3%
COC(=O)C(Nc1ccccc1Cl)(c1cc(C)c(O)c(C)c1)C(F)(F)F (configuration not stated)	0%	-9%	-4%	-6%	-3%	-27%	2%	-3%	-16%	-59%	-1%
CCOc1ccccc1NC(=O)c1ccccc1-c1ccccc1	44%	.	4%	-1%	-3%	2%	1%	-5%	1%	-11%	0%
CC(C)c1nnc(NC(=O)CCC(=O)Nc2ccccc2)s1	23%	0%	-12%	6%	-2%	-6%	1%	-3%	0%	25%	1%
Cc1ccc(C(=O)COC(=O)C(C)N2C(=O)C3C4C=CC(C4)C3C2=O)cc1C (configuration not stated)	28%	4%	-2%	7%	6%	2%	0%	-3%	2%	1%	13µM*
CCC(C)Nc1cc(C)nc2ncnn12 (configuration not stated)	-2%	8%	-8%	25%	-2%	-1%	-1%	-3%	3%	0%	0%
Cc1nc2cc(NC(=O)NC(C)(C)C)ccc2n1C	-5%	5%	3%	-9%	4%	-2%	13%	14%	9%	?	?
Cc1cccc2sc(NC(=O)CSCc3ccccc3)nc12	-29%	0%	-1%	.	-11%	-1%	-5%	-2%	-3%	-1%	-19%
O=C(OCCN1CCOCC1)C1(c2ccccc2)CCCCC1	7%	.	.	3%	-12%	5%	3%[46.1 µM]	1%[46.1 µM]	.	-10%	.
Next compounds follow:
SMILES	RORgamma inh	p53 reactivation	MBNL1-CUG inh	uPA surface inh	CXXC DNA block	Gal4-VP16 FLuc	Rab9 prom act	NPC1 prom act	ELG1 genotoxic	BRCA1 expr up	FLuc counter
Cc1ccc(C(=O)Nn2c(C)nc3ccccc3c2=O)cc1C	2%	0%	1%	-3%	7%	-4%	-4%	1%	-4%	6%	-8%
O=C(CCNS(=O)(=O)c1c(Cl)cccc1Cl)OCC(=O)c1ccccc1	3%	0%	.	2%	2%	-8%	-11%	0%	-2%	-7%	5%
CC1(C)N=C(/C=N/O)C=[N+]1[O-]	-19%	-1%	3%	-6%	0%	7%	-12%	-1%	-1%	15%	0%
CCCC(=O)OC1CC(C)N(C(=O)c2ccccc2)c2ccc(C)cc21 (configuration not stated)	0%	-10%	?	23%	-4%	-11%	0%	-8%	3%	-21%	1%
COCCn1c(SCC(=O)Nc2ccc3c(c2)OCCO3)nnc1C(C)C	-8%	2%	-6%	0%	3%	-1%	0%	-4%	0%	15%	-2%
CCOC(=O)c1ccc(NS(=O)(=O)N2CCCCCC2)cc1	-13%	16%	-5%	-4%	-8%	?	14%	11%	5%	-2%	?
Cn1nccc1C(=O)N1CCN(c2ccccc2Cl)CC1	-15%	-5%	-3%	-1%	-6%	-16%	3%	-2%	5%	1%	1%
O=C(CSc1ncccn1)Nc1ccc2[nH]c(=O)[nH]c2c1	.	3%	.	4%	.	.	-1%	1%	5%	-9%	2%
COC(=O)c1ccc(Oc2c(Cl)cccc2[N+](=O)[O-])cc1	7.9µM*	-7%	.	-6%	1%	-28%	-2%	-2%	-1%	1%	-3%
O=C(CSCc1ccc(Cl)cc1)N/N=C/c1ccc(Cl)cc1Cl	10%	-3%	-3%	5%	-1%	-13%	0%	-1%	-1%	3%	-1%
CN(CCc1ccccn1)C(=O)CCC1CCCN(C(=O)NC2CCCCC2)C1 (configuration not stated)	2%	6%	3%	-4%	-2%	?	15%	3%	4%	25%	0%
Cc1cc(N2CCCC2=O)cc(C)c1S(=O)(=O)NCCOc1ccccc1	15%	-2%	-6%	-4%	5%	-7%	1%[1.84 µM]	-6%	-1%	-35%	3%
C=CCN1C(=O)C(O)(CC(=O)c2ccc(N)cc2)c2ccccc21 (configuration not stated)	-7%	0%	14%	-5%	-4%	3%	-2%	3%	0%	-5%	1%
Cc1ccc(NC(=S)NC(=O)c2c(-c3ccccc3Cl)noc2C)cc1	4µM*	-5%	4%	2%	3%	11µM*	15%	-2%	0%	-23%	1%
COc1ccc(S(=O)(=O)NCc2ccccn2)cc1	-3%	2%	-5%	8%	1%	7%	-5%	-1%	1%	2%	0%

An excerpt of these results, with each value named.
Structure: Cc1cccc2sc(NC(=O)CSCc3ccccc3)nc12
  RORgamma inh = -29%
  p53 reactivation = 0%
  MBNL1-CUG inh = -1%
  uPA surface inh = .
  CXXC DNA block = -11%
  Gal4-VP16 FLuc = -1%
  Rab9 prom act = -5%
  NPC1 prom act = -2%
  ELG1 genotoxic = -3%
  BRCA1 expr up = -1%
  FLuc counter = -19%

Structure: O=C(OCCN1CCOCC1)C1(c2ccccc2)CCCCC1
  RORgamma inh = 7%
  p53 reactivation = .
  MBNL1-CUG inh = .
  uPA surface inh = 3%
  CXXC DNA block = -12%
  Gal4-VP16 FLuc = 5%
  Rab9 prom act = 3%[46.1 µM]
  NPC1 prom act = 1%[46.1 µM]
  ELG1 genotoxic = .
  BRCA1 expr up = -10%
  FLuc counter = .

Copied from above for reference:
SMILES	RORgamma inh	p53 reactivation	MBNL1-CUG inh	uPA surface inh	CXXC DNA block	Gal4-VP16 FLuc	Rab9 prom act	NPC1 prom act	ELG1 genotoxic	BRCA1 expr up	FLuc counter
C=CCN1C(=O)C(O)(CC(=O)c2ccc(N)cc2)c2ccccc21 (configuration not stated)	-7%	0%	14%	-5%	-4%	3%	-2%	3%	0%	-5%	1%
Cc1ccc(NC(=S)NC(=O)c2c(-c3ccccc3Cl)noc2C)cc1	4µM*	-5%	4%	2%	3%	11µM*	15%	-2%	0%	-23%	1%
COc1ccc(S(=O)(=O)NCc2ccccn2)cc1	-3%	2%	-5%	8%	1%	7%	-5%	-1%	1%	2%	0%

Bioassay records: PubChem, National Center for Advancing Translational Sciences (NCATS)
